# PMI inhibitors: MPI enzyme activity inhibition – biochemical, fluorescence intensity, coupled assay, primary screen (AID 1209); inhibition, % at 20 µM, or IC50 in µM where a hit was titrated; purified PMI enzyme, coupled fluorescence intensity; higher % means a stronger effect; 0.42% of 190,000 active;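 also: plate controls were DMSO vehicle for no effect and wells lacking substrate for full effect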
# human PMI inhibitors: human PMI inhibitors, high substrate, primary screen, biochemical, fluorescence intensity, high mannose 6-phosphate (AID 1220) | recombinant PMI enzyme, coupled fluorescence intensity; higher % means a stronger effect | one-dose inhibition, % at 20 µM; IC50 in µM for titrated hits | 0.66% of 190,000 active
# West Nile virus CPE: inhibition of WNV-induced cytopathic effect – cell-based, CPE readout (AID 1621); West Nile virus-infected cells, CPE inhibition; higher % means a stronger effect; one-dose CPE inhibition, % at 10 µM; IC50 in µM for titrated hits; 0.02% of 290,000 active; in the data active = a potency from the dose series; inconclusive = CPE inhibition mostly from about 3.7% at the one dose, without a potency; inactive = the rest, 99 in 100 with CPE inhibition below about 2.2%; also: strong numbers were not always called active
# Insulin prom up: MIN6 insulin promoter up-regulation | MIN6 insulin promoter-GFP reporter, high-content imaging; hits give high values | z-score at 5 µM | 0.3% of 190,000 active | AID 1625;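 active = z-score above 3 at 5 µM with at least 500 cells counted in the well; inconclusive = wells under 500 cells, flagged as cytotoxic or low count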
# ER stress rescue: protection against thapsigargin-triggered cell killing – 384-well, CSM14.1, ATP luminescence, primary screen (AID 1222); 190,000 tested, under 10 active; cellular ATP content (survival), % at 20 µM; hits with a dose series show EC50 in µM; CSM14.1 thapsigargin-induced death rescue, ATP luminescence; higher % means a stronger effect;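 active = EC50 below 50 µM in the dose-response confirmation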;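 also: death triggered by thapsigargin at about 15 µM added after 2 h compound pretreatment; cell ATP read after overnight thapsigargin exposure of roughly 18 to 22 hours; normalized against plate controls of thapsigargin alone and 5% DMSO vehicle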
# RSV CPE inhibition: RSV antiviral activity via CPE protection, HEp-2 cells, primary 10 µM value included (AID 2391); HEp-2 cells, RSV-induced CPE inhibition; higher % means a stronger effect; CPE inhibition, % at 10 µM; hits with a dose series show IC50 in µM; 0.13% of 310,000 active; in the data active = a potency from the dose series; inconclusive = CPE inhibition mostly from about 23% at the one dose, without a potency; inactive = the rest, 99 in 100 with CPE inhibition below about 21%; also: strong numbers were not always called active
# Salmonella PhoP GFP: PhoP-dependent GFP reporter repression – Salmonella Typhimurium, primary screen (AID 1863); S. Typhimurium PhoP-regulated promoter GFP reporter, 4 h; higher % means a stronger effect; one-dose inhibition, % at 50 µM; IC50 in µM for titrated hits; 0.16% of 300,000 active;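 active = inhibition over 29.93%, a cutoff 3 SD above the screen mean, later confirmed by dose response; inconclusive = inhibition over 29.93% but no dose response follow-up; inactive = inhibition at most 29.93% or unconfirmed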;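 also: 0% = low Mg2+ inducing control and 100% = high Mg2+ repressing control; strong numbers were not always called active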
# TNAP activators: stimulation of alkaline phosphatase TNAP activity – biochemical, luminescent, no phosphate acceptor, uHTS, primary screen (AID 1001). purified TNAP, luminescent activation assay, no phosphate acceptor; higher activation fold means a stronger effect. activation fold at 20 µM; hits with a dose series show EC50 in µM. 0.03% of 200,000 active; in the data active = activation fold from about 3, or a potency from the dose series; inactive = the rest, 99 in 100 with activation fold below about 1.6; also: many of its hits are not listed in these tables
# SV40 large T antigen: SV40 large T antigen inhibitors, biochemical (AID 1903). SV40 large T antigen ATPase/helicase inhibition assay; higher % means a stronger effect. one-dose inhibition, % at 20 µM; IC50 in µM for titrated hits. 0.39% of 310,000 active; in the data active = a potency from the dose series; inconclusive = inhibition mostly from about 32% at the one dose, without a potency; inactive = the rest, 99 in 100 with inhibition below about 32%; also: strong numbers were not always called active
# Insulin prom up cell count: recorded beside Insulin prom up, whose call it bears; cell count; measured here: cytotoxicity, nuclei count;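 total cells summed across four imaged fields per well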
# * hit, by the source's call; ? = inconclusive; · = no result given. Rule as the data show it, unless noted: active = inhibition above about 50%; inactive = the rest.
# The first 10 entries, to show the layout:
item	molecule	PMI inhibitors	human PMI inhibitors	West Nile virus CPE	Insulin prom up	Insulin prom up cell count	ER stress rescue	RSV CPE inhibition	Salmonella PhoP GFP	TNAP activators	SV40 large T antigen
1	CC1NC(C)(C)Cc2c1ccc1ccccc21 (stereo not given)	·	·	-0.3%	·	·	-1.0%	-1.2%	-8%	1	11%
2	COc1ccc(C(=O)Nc2ccc(C(F)(F)F)n(C)c2=O)cc1	4%	6%	-0.9%	-0.24	1583	-1.7%	1.0%	-3%	1.1	1%
3	COc1ccc(C(=O)N=c2sc3c(C)ccc(OC)c3n2C)cc1	14%	18%	-0.4%	-1.1	1630	-2.3%	2.4%	1%	0.9	1%
4	CC(Sc1nncn1C)C(=O)Nc1cc(C(F)(F)F)ccc1N1CCOCC1 (stereo not given)	8%	6%	0.2%	-0.5	1352	-2.3%	-0.8%	-4%	1.1	13%
5	COc1ccc(CCN2C(=O)CC(N3CCN(c4ccccn4)CC3)C2=O)cc1OC (stereo not given)	1%	-1%	-0.2%	·	·	-3.1%	1.7%	-7%	1.1	-2%
6	O=C(OCc1ccc2c(c1)OCO2)c1cccc(S(=O)(=O)N2CCCCC2)c1	17%	20%	-0.4%	0.21	772	0.3%	0.5%	3%	1	1%
7	Cc1c(Cl)cccc1NC(=O)N1CCN(C(=O)c2ccco2)CC1	·	·	-0.1%	·	·	·	2.5%	-4%	·	-1%
8	COc1cccc(NS(=O)(=O)c2ccc3c(c2)NC(=O)CC(=O)N3)c1	·	·	-0.1%	·	·	·	0.8%	1%	·	7%
9	CCOC(=O)N1CCC(NC(=O)C(CC(C)C)NC(=O)C2CCCCC2)CC1 (stereo not given)	10%	3%	-0.9%	-0.37	1298	-2.5%	-0.4%	4%	1.2	9%
10	CCN(CC)C(=O)C(=O)c1cc(C)n(-c2ccc(F)cc2)c1C	5%	2%	-0.1%	0.59	1226	2.3%	-0.1%	-4%	1.1	10%

# All compounds of this part, from the first entry:
item	molecule	PMI inhibitors	human PMI inhibitors	West Nile virus CPE	Insulin prom up	Insulin prom up cell count	ER stress rescue	RSV CPE inhibition	Salmonella PhoP GFP	TNAP activators	SV40 large T antigen
1	CC1NC(C)(C)Cc2c1ccc1ccccc21 (stereo not given)	·	·	-0.3%	·	·	-1.0%	-1.2%	-8%	1	11%
2	COc1ccc(C(=O)Nc2ccc(C(F)(F)F)n(C)c2=O)cc1	4%	6%	-0.9%	-0.24	1583	-1.7%	1.0%	-3%	1.1	1%
3	COc1ccc(C(=O)N=c2sc3c(C)ccc(OC)c3n2C)cc1	14%	18%	-0.4%	-1.1	1630	-2.3%	2.4%	1%	0.9	1%
4	CC(Sc1nncn1C)C(=O)Nc1cc(C(F)(F)F)ccc1N1CCOCC1 (stereo not given)	8%	6%	0.2%	-0.5	1352	-2.3%	-0.8%	-4%	1.1	13%
5	COc1ccc(CCN2C(=O)CC(N3CCN(c4ccccn4)CC3)C2=O)cc1OC (stereo not given)	1%	-1%	-0.2%	·	·	-3.1%	1.7%	-7%	1.1	-2%
6	O=C(OCc1ccc2c(c1)OCO2)c1cccc(S(=O)(=O)N2CCCCC2)c1	17%	20%	-0.4%	0.21	772	0.3%	0.5%	3%	1	1%
7	Cc1c(Cl)cccc1NC(=O)N1CCN(C(=O)c2ccco2)CC1	·	·	-0.1%	·	·	·	2.5%	-4%	·	-1%
8	COc1cccc(NS(=O)(=O)c2ccc3c(c2)NC(=O)CC(=O)N3)c1	·	·	-0.1%	·	·	·	0.8%	1%	·	7%
9	CCOC(=O)N1CCC(NC(=O)C(CC(C)C)NC(=O)C2CCCCC2)CC1 (stereo not given)	10%	3%	-0.9%	-0.37	1298	-2.5%	-0.4%	4%	1.2	9%
10	CCN(CC)C(=O)C(=O)c1cc(C)n(-c2ccc(F)cc2)c1C	5%	2%	-0.1%	0.59	1226	2.3%	-0.1%	-4%	1.1	10%
11	NC(=O)C1CCN(c2ccc(S(=O)(=O)N3CCCCC3)cn2)CC1	-26%	35%	-0.2%	-0.03	1614	-1.3%	3.1%	1%	1.1	22%
12	CCOC(=O)/C(C#N)=C1/C=Cc2ccccc2N1CC	1%	7%	0.1%	0.51	1206	1.4%	3.3%	28%	0.9	-7%
13	O=C(Nc1ccccn1)c1ccc2c(c1)S(=O)(=O)c1ccccc1C2=O	9%	4%	0.2%	0.07	1387	-0.7%	2.1%	-1%	1.1	9%
14	COCCN(Cc1cc2cc3c(cc2[nH]c1=O)OCO3)C(=O)c1cccs1	10%	10%	0.4%	-0.39	1341	0.6%	·	11%	1.1	7%
15	Cc1[nH]n(-c2ccccc2)c(=O)c1-c1cccc(Cl)c1	4%	-5%	-0.7%	0.71	1458	-1.6%	2.8%	-4%	1.1	?
16	Cc1cccc(Oc2nc(CN3CCOCC3)nc3sc4c(c23)CCCC4)c1	13%	12%	-1.3%	-0.61	1188	1.0%	2.5%	-6%	1.2	12%
17	CCOc1ccc(N(CC(=O)Nc2ccc3c(c2)OCCO3)S(=O)(=O)c2c(C)noc2C)cc1	10%	10%	0.5%	-0.48	924	-0.7%	0.9%	19%	1.1	-1%
18	O=C(Nc1cc(Br)ccc1O)C1CC(c2ccccc2Cl)=NO1 (stereo not given)	·	·	-1.8%	·	·	·	?	2%	·	11%
19	CCCNC(=O)c1cc(S(=O)(=O)N2CCc3ccccc32)ccc1F	-13%	-10%	1.1%	·	·	-2.3%	2.5%	18%	1.1	-1%
20	CCC(c1nnnn1CS(=O)(=O)c1ccc(C)cc1)N1CCN(c2nc3ccccc3s2)CC1 (stereo not given)	9%	10%	-0.9%	-1.6	1176	0.4%	5.7%	2%	1.1	-1%
21	CC1(C)Cc2c(cnn2-c2ccc(F)cc2)C(NC(=O)CCCN2CCCCC2=O)C1 (stereo not given)	·	·	-0.8%	·	·	·	1.4%	1%	·	8%
22	COc1cc(C(=O)NCCN2CCN(C(=O)c3cc(OC)c(OC)c(OC)c3)CC2)cc(OC)c1OC	·	·	0.1%	·	·	·	0.6%	-5%	·	8%
23	O=C(c1cc(-c2ccc(Cl)c(Cl)c2)on1)N1CCCC1	8%	5%	0.2%	-0.74	1663	-1.1%	·	-9%	1.1	15%
24	CCOc1ccc(CC(=O)NNC(=S)NC2CCCCC2)cc1OCC	2%	2%	-0.2%	0.21	1120	-1.1%	1.6%	-7%	2.8	8%
25	CCC1CCC2(CC1)NC(CO)(CO)CO2 (stereo not given)	9%	10%	-0.5%	·	·	2.9%	3.1%	5%	1	1%
26	Cc1cccc(Cc2c(C)nc3nc(SCC(=O)O)nn3c2C)c1	-21%	-7%	0.2%	0.34	1126	-5.4%	1.1%	-5%	1.1	5%
27	Cc1ccccc1CNC(=O)CC1C(=O)NCCN1Cc1c(F)cccc1Cl (stereo not given)	-3%	-6%	-0.2%	0.01	1474	-2.4%	2.3%	0%	1.1	-8%
28	CCN(CC)CCN(C)C1CCC(c2ccccc2)CC1 (stereo not given)	-8%	-10%	-0.3%	-0.15	2218	-1.0%	-0.9%	-4%	0.8	9%
29	COc1ccccc1CN1CC(C(=O)NCCn2ccc(C)n2)CCC1=O (stereo not given)	·	·	0.1%	·	·	·	3.6%	-1%	·	8%
30	COc1ccc(-c2csc(N(CCc3ccccc3)C(=O)COc3ccccc3)n2)cc1	15%	10%	·	-0.37	965	0.1%	12%	-2%	1.1	6%
31	c1cc2c(cc1C1CCCCC1)c1c3n2CCN=C3CCC1	7%	6%	-0.8%	·	·	-0.2%	7.5%	-8%	1.2	-8%
32	Cc1cc(-c2ccc(C)c(S(=O)(=O)NCCc3ccco3)c2)on1	·	·	0.9%	·	·	·	3.9%	-2%	·	16%
33	Cc1ccc(CNC(=O)C(=O)NCCCn2ccnc2)cc1	·	·	-0.7%	·	·	·	-1.0%	3%	·	9%
34	CC(CCc1ccc(O)cc1)N(C)CCc1ccccc1 (stereo not given)	-11%	-18%	-0.2%	·	·	-1.5%	·	16%	1	5%
35	CC(C)CCNC(=O)c1cccc(Cl)c1	3%	-7%	·	-0.07	1210	-1.2%	1.8%	20%	1	11%
36	CC(C)(C)OC(=O)NC(Cc1ccccc1)C(=O)NCCCC(=O)O (stereo not given)	·	·	0.5%	0.06	1067	·	1.8%	-2%	·	9%
37	Cc1c(-c2ccc(F)cc2)[n+](=O)c(-c2ccc(F)cc2)c(C)n1[O-]	-8%	-18%	0.1%	-0.11	832	-2.7%	3.1%	-10%	1	18%
38	O=c1c2ccccc2nc(/C=C/c2ccc(O)cc2)n1CCc1ccccc1	0%	12%	0.1%	-0.08	1302	13%	4.3%	5%	0.9	24%
39	COc1ccc(NC(=O)Cn2nnc(C(=O)NCc3ccccc3OC)c2N)cc1Cl	10%	7%	0.0%	-0.73	1304	-3.1%	-0.1%	-14%	1.1	0%
40	Cc1ccc(N2C(=O)C3CCC(c4ccccc4)CC3C2=O)cc1 (stereo not given)	-1%	0%	-1.0%	-0.05	1288	-0.4%	2.2%	-2%	1.1	9%
41	Cn1ccnc1SCC(=O)Nc1cccc(O)c1	17%	5%	1.5%	0.71	832	0.0%	-1.3%	2%	1	15%
42	O=C(NCCCNc1ccc(C(F)(F)F)cc1[N+](=O)[O-])c1ccc(F)cc1	8%	-4%	-1.4%	·	·	2.7%	11%	-4%	1	3%
43	CC(C)(C)c1ccc(NC(=O)COC(=O)C2(C)CC2(Cl)Cl)cc1 (stereo not given)	21%	21%	-0.5%	-0.03	1383	-0.1%	11%	-1%	1.1	16%
44	CCOC(=O)Cn1nnnc1CN(Cc1cccs1)Cc1cc2cc(C)ccc2[nH]c1=O	3%	-2%	-0.3%	-0.72	865	-1.1%	0.2%	9%	1	-1%
45	O=C(NC1CCSC1=O)c1ccc(Oc2ccc(F)cc2)nc1 (stereo not given)	4%	2%	0.2%	0.22	1397	-1.0%	3.8%	3%	1.1	6%
46	COc1ccc(OC)c(N(CC(=O)NCc2ccncc2)S(C)(=O)=O)c1	6%	2%	-0.6%	-0.32	1224	3.2%	1.9%	1%	1.1	5%
47	O=C(Nc1cccnc1)c1cccnc1	-7%	-8%	0.3%	1.4	891	-1.8%	0.2%	-10%	1.1	3%
48	O=C(NCCc1ccc(Cl)cc1)c1cccc(N2CCCC2=O)c1	·	·	0.0%	·	·	·	2.3%	-4%	·	9%

# Source: PubChem (several laboratories)
